Screening data: PubChem, National Center for Advancing Translational Sciences (NCATS)
D1 ag – activates the human D1 dopamine receptor; 360,000 tested, 1% active; AID 504660; activation, % at 2 µM; HEK293 T-REx D1 cells, calcium flux, agonist mode; in the data active means activation above about 30%; further: 0% is about no effect
Target sequence (P21728 whole entry, looked up): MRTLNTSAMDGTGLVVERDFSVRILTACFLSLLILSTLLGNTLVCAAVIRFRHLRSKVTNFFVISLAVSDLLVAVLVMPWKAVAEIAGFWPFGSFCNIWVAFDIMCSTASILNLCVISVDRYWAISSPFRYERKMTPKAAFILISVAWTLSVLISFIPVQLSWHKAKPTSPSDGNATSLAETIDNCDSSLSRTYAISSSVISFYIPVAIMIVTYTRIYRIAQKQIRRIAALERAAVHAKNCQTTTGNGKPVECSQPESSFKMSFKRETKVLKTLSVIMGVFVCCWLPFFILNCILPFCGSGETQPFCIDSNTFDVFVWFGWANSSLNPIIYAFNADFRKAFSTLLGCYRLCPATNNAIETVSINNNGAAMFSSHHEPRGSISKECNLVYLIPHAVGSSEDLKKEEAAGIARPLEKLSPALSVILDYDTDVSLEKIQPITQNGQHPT
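Agonism was scored from calcium flux recorded over 180 s (1 read/s) after pintool compound addition, following a 10-cycle baseline. Cells were inducible force-coupled HEK293 TREx D1, plated overnight at 30 C and loaded with no-wash calcium dye.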
D2 antagonist – antagonists of human D2 dopamine receptor; inhibition, % at 10 µM; 340,000 tested, 2% active; HEK293 TREx D2 cells, calcium flux, dopamine EC80; P14416; AID 485344; in the data active means inhibition above about 30%; further: 0% is about no effect
Target sequence (P14416 whole entry, looked up): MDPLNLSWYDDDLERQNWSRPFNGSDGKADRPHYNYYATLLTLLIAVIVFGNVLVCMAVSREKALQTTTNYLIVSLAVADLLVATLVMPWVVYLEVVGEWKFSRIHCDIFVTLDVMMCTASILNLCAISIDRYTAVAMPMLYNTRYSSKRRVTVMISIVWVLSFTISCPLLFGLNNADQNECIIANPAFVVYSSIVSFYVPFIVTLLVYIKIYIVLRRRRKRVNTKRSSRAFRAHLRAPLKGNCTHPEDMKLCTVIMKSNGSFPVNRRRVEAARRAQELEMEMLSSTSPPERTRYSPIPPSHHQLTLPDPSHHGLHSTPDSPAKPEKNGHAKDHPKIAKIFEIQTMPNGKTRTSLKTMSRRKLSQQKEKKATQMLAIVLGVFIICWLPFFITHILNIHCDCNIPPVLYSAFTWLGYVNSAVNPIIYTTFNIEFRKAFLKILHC
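Compounds are added to dye-loaded, induced HEK293 T-REx cells coupled to calcium release via D2; after a 3 min kinetic read an EC80 dopamine stimulus is given and fluorescence is recorded for 3 more min.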
D2 potentiator – positive allosteric modulators of human D2 dopamine receptor; HEK293 T-REx D2, calcium flux, EC20 dopamine potentiation; potentiation, % at 10 µM; 340,000 tested, 0.34% active; AID 485347;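 active means potentiation over 3 SD above the plate norm, cut at about 30% in these data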; further: 0% is about no effect
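Primary screen. Calcium kinetics in induced HEK293 T-REx D2 cells: compound pre-addition 180 s, EC20 dopamine, 180 s more.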
D1 potentiator – potentiators of human D1 dopamine receptor; AID 504651; P21728; 360,000 tested, 0.036% active; potentiation, % at 10 µM; HEK293 TREx D1 cells, calcium flux, dopamine EC20 potentiation; in the data active means potentiation above about 30%; further: 0% is about no effect
RXFP1 agonist – RXFP1 (human) receptor agonism | 370,000 tested, 0.3% active | Potency, µM (series often up to 57.5 µM), for the others: at the top dose activation, actives largely listed as activators | HEK293T-RXFP1 cAMP TR-FRET, 30 min; response scale: percent of porcine relaxin response, buffer zero | Q9HBX9; active means well fitted activation curve with a large enough effect; inconclusive means small, poorly fitted or top-dose-only effect; further: potency means the concentration at half of the fitted maximal effect; on the % scale 0 is the no-effect control and ±100 the full control effect; nearly all actives have a fitted effect of over 60% in size; many of its hits are not listed in these tables
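HEK293 cells stably expressing RXFP1, treated 30 min at 37C with compounds plus PDE4 inhibitor Ro 20174; cAMP measured by HTRF TR-FRET. Normalized to buffer and 29 nM porcine relaxin; EC50 by Hill fit.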
D2 ag – activates the human D2 dopamine receptor; P14416; HEK293 T-REx D2 cells, calcium flux agonist mode; activation, % at 2 µM; 340,000 tested, 0.53% active; AID 485358;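 active means activation over 3 SD above normal in the single-dose calcium agonist read, cut at about 30% in these data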; further: 0% is about no effect
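HEK293 Trex D2 cells, tetracycline-induced, o/n 30 C 5% CO2; no-wash Ca dye, RT 30–90 min; 10-cycle baseline, 23 nl cpd added, kinetic Ca read 180 s; agonist hits = positive Ca response.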
TRHR PAM – allosterically enhances the human TRH receptor; TRHR cells, fluo-8 calcium fluorescence, EC20 TRH enhancement; enhancement, % at 2 µM; P34981; AID 493056; 360,000 tested, 0.66% active; in the data active means enhancement above about 30%; further: 0% is about no effect
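Enhancer read-out: after compound pinning and an initial kinetic agonist-mode read, an EC20 of TRH (10 nM final) was injected and fluo-8 calcium signal (Ex 480/Em 530) followed at 1 s/cycle for 100 cycles in TRHR-expressing cells.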
D1 antagonist – blocks dopamine activation of the human D1 receptor; P21728; HEK293 TREx D1 cells, calcium flux, dopamine EC80; active compounds read low; activity change, negative = inhibition, % at 10 µM; 360,000 tested, 3.2% active; AID 504652; in the data active means activity change below about -30%; further: on the % scale 0 is the no-effect control and ±100 the full control effect
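Cells carrying a force-coupled, tetracycline-inducible human D1 receptor report calcium flux. Each well gets a 10 s baseline, compound with 180 s monitoring, then an EC80 dopamine stimulus with a second 180 s kinetic read.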
RXFP1 antagonist – RXFP1 (human) relaxin receptor antagonism; Q9HBX9; HEK293-RXFP1, relaxin-stimulated cAMP HTRF, 30 min; active compounds read low; activity change, negative = inhibition, % at 57.5 µM; 350,000 tested, 0.59% active; AID 1259400;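 active means activity change of -60% or lower, but not beyond a set lower limit; inconclusive means change between -60% and -40%, or beyond the set limit; inactive means change above -40%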; further: on the % scale 0 is the no-effect control and ±100 the full control effect
Starred values were filed as active, the others as inactive; ? = inconclusive; / = not tested or not shown. Not all compounds are listed; rates above refer to the full screens.

SMILES | D1 ag | D2 antagonist | D2 potentiator | D1 potentiator | RXFP1 agonist | D2 ag | TRHR PAM | D1 antagonist | RXFP1 antagonist
CCC(C)NC(=O)c1ccc(N2CCC3(CC2)OCCO3)c([N+](=O)[O-])c1 (stereo not drawn) | 8 | 30 | 5 | 2 | -1.3% | -5.2 | -9 | -8 | 5
O=C(C1CCN(S(=O)(=O)c2ccc(Cl)c(C(F)(F)F)c2)CC1)N1CCC1 | 19 | -9 | 1 | / | 0.3% | 0.7 | 4 | -12 | 3
Cc1ccc(S(=O)(=O)N(C)c2ccc(C(=O)Nc3ccccn3)cc2)cc1 | 1 | 8 | 2 | -2 | 0.0% | -0.5 | 2 | -15 | -25
CC(=O)c1ccc(OC(=O)/C=C/c2ccccc2)cc1 | 8 | 3 | 6 | -4 | 0.0% | 0.9 | -8 | -6 | -12
COc1ccccc1NS(=O)(=O)c1ccc(O)c(C(N)=O)c1 | 1 | / | / | 5 | 0.7% | / | 1 | -1 | -4
C=CCn1c(C)cc(C(=O)CSc2nnc(-c3cccc(S(=O)(=O)N(CC)CC)c3)o2)c1C | 4 | -20 | 39* | -8 | -0.2% | -0.1 | -4 | -20 | -2
COc1ccc(NC(=O)c2cc(OC)c(OC)c(OC)c2Br)cc1OC | 3 | 4 | -1 | -5 | 3.2% | -0.3 | 39* | -11 | -14
CC(=O)c1ccc(NC(=O)c2noc3c2CCC3)cc1 | 5 | 11 | -11 | -2 | -0.3% | -0.5 | 2 | 1 | 4
CCOc1ccc(/C=C(\C)C(=O)c2c(C)cc(C)[nH]c2=O)cc1 | 6 | 5 | 9 | -3 | 2.5% | -0.3 | -4 | 64 | 10
O=C(CSC(=S)N1CCCCC1)Nc1ncc2c(n1)CCCC2=O | 2 | 0 | 0 | -3 | -2.1% | 0.0 | 3 | 2 | 0
Cc1cc(C)cc(N(CC(=O)NC2CCC(C)CC2)S(=O)(=O)c2c(C)noc2C)c1 (stereo not drawn) | 4 | 3 | -12 | -6 | 3.1% | -0.3 | -13 | -14 | /
CCC1CCCCN1S(=O)(=O)c1ccc(NC(=O)c2cccnc2)cc1 (stereo not drawn) | 1 | 10 | -4 | -3 | 4.9% | 0.2 | 17 | -2 | 3
c1ccc2c(c1)nc(N1CCOCC1)c1nnnn12 | 1 | -5 | 10 | 8 | -1.2% | 0.5 | 5 | -9 | 1
CCc1ccc(S(=O)(=O)Nc2cccc(-c3ccc(N4CCC(C)CC4)nn3)c2)s1 | 0 | / | -3 | -3 | 2.5% | -1.0 | -6 | 3 | -12
CCCCNC(=O)[C@@H]1CCCN1S(=O)(=O)c1cccc2cccnc12 | 0 | 4 | -11 | 2 | -2.0% | 0.1 | 0 | -6 | /
CC(/C=C1\SC(=S)N(CCC(=O)Nc2ccccc2O)C1=O)=C\c1ccccc1 | 12 | 10 | -1 | -2 | -4.2% | -0.1 | 2 | 7 | -34
CCOC(=O)c1c(C)oc2ccc(N(C(=O)c3ccncc3)S(=O)(=O)c3ccc(F)cc3)cc12 | -1 | / | 6 | 0 | 5.4% | -0.3 | 1 | -6 | /
CCCCCn1c(Sc2ncccn2)nc2c1c(=O)[nH]c(=O)n2C | 4 | -2 | -10 | -4 | -0.3% | 1.1 | -2 | 11 | -5
Cc1ccc(CCNC(=O)CCc2nc3ccccc3[nH]2)cc1 | 1 | 4 | 12 | 8 | 2.5% | -0.3 | 8 | -14 | /
O=c1oc2cc(OCc3c(F)c(F)c(F)c(F)c3F)ccc2cc1-c1ccccn1 | 2 | -2 | -1 | -5 | 0.2% | -2.3 | 4 | 1 | -1
CCc1ccc(-c2nn(CC(=O)NC3CCCC3)c3c2cnc2ccc(F)cc23)cc1 | 2 | / | -7 | -5 | -0.1% | -0.1 | 0 | -7 | -4
COC(=O)c1ccc(NC(=O)CN(c2ccc(C)cc2)S(=O)(=O)c2c(C)nn(C)c2C)cc1 | 5 | -8 | -5 | -2 | 0.3% | 2.2 | 7 | -7 | -7
O=C(CNc1cccc(S(=O)(=O)N2CCOCC2)c1)Nc1cccc(Br)c1 | 5 | 2 | -2 | -2 | 1.6% | 0.1 | -4 | -9 | -3
COc1ccc(OC)c(NC(=O)c2c(NC(=O)CCC(=O)O)sc3c2CCCCC3)c1 | 2 | 10 | -3 | -1 | 5.6% | 0.2 | 7 | 8 | -4
CN(C(=O)c1ccccc1OCc1ccc(F)cc1)c1c(N)n(Cc2ccccc2)c(=O)[nH]c1=O | 2 | -5 | -3 | 5 | 0.4% | 0.1 | -5 | 2 | -8
Additional structures
SMILES | D1 ag | D2 antagonist | D2 potentiator | D1 potentiator | RXFP1 agonist | D2 ag | TRHR PAM | D1 antagonist | RXFP1 antagonist
CCCCCCOc1ccc(NC(=O)CC2C(=O)N(CC)C(=S)N2Cc2ccco2)cc1 (stereo not drawn) | 8 | 9 | 1 | -4 | 3.9% | -0.1 | -6 | -40* | -23
Cc1ccc(OCC(=O)N2CCN(C(=O)c3ccco3)CC2)cc1 | 3 | -4 | 1 | -4 | 0.1% | -0.2 | 3 | -5 | -21
O=C(NC1CCCC1)c1cc(=O)[nH]c2ccccc12 | 3 | -9 | 0 | -1 | 0.1% | 0.8 | -4 | -3 | 0
C/C(=N/Oc1nc(C)cc(C)n1)c1ccc(F)cc1 | 2 | -14 | 4 | 3 | 2.7% | 1.4 | -6 | -9 | -11
COc1cccc(C(=O)O/N=C(\C)c2cnccn2)c1 | 1 | 1 | 9 | 4 | -1.0% | -0.4 | 8 | -2 | -2
O=C(COC(=O)C1CC2C=CC1C2)NCc1ccco1 (stereo not drawn) | 2 | 0 | 4 | -7 | 0.7% | 0.7 | -1 | -1 | -5
Nc1ccccc1SCc1c(Cl)cccc1Cl | 1 | -12 | -8 | -4 | 1.2% | -0.1 | 3 | -7 | -18
Cc1nc2cc(-c3ccccc3)nn2c(N)c1-c1ccccc1 | 0 | -11 | -3 | -5 | -2.5% | 0.6 | -6 | 10 | -11
O=C(Nc1ccccc1Oc1ccccc1)c1cc([N+](=O)[O-])ccc1Cl | 3 | -5 | 12 | -10 | 2.2% | -0.5 | 41* | -1 | /
CC(C)C(NC(=O)c1ccc(C(C)(C)C)cc1)C(=O)NCC1(N(C)C)CCCCC1 (stereo not drawn) | 1 | -9 | 2 | -1 | -3.9% | 0.8 | 10 | 8 | 17
COc1ccccc1CN1C[C@@H]2C[C@@H](c3ccc(Cl)cc3)N3CCC[C@@]23C1=O | 2 | / | / | -5 | 2.3% | / | -21 | -2 | -21
O=C(NCC(c1ccc2c(c1)OCO2)N1CCOCC1)c1ccccc1F (stereo not drawn) | 1 | / | 14 | -1 | 0.5% | 0.3 | 13 | 12 | -5
COc1ccc(OC)c(/C=N\NC(=O)c2ccc(-c3ccccc3)cc2)c1 | 2 | -6 | 12 | 2 | 0.6% | -2.0 | -2 | 4 | -8
O=C1CC(N(CCc2ccccc2)C(=S)Nc2cc(Cl)ccc2Cl)C(=O)N1c1c(Cl)cccc1Cl (stereo not drawn) | 9 | 5 | -8 | 2 | -0.2% | 1.3 | -3 | 7 | -12
COc1ccc(C2=NOC3(CC(=O)N(c4ccc(C)cc4)C3=O)C2)cc1 (stereo not drawn) | 1 | 2 | 10 | 9 | -0.9% | 1.4 | 3 | 28 | 21
Cc1cc(=O)oc2c1ccc1ccccc12 | 2 | -11 | -9 | -4 | -1.8% | 1.2 | 0 | -7 | 1
CCN1C(c2ccc(F)cc2)=CS/C1=C(\C#N)c1nnc2n1-c1ccccc1SC2 | 0 | -20 | 0 | -10 | 0.1% | -0.4 | -4 | -35* | 14
Cn1c(C(=O)NCCN2CCOCC2)cc2c(=O)n3ccccc3nc21 | 0 | / | / | 4 | ? | / | 17 | -8 | 13
COc1ccc(-n2c(=O)c3c4c(sc3n(CC(=O)NCC3CCCO3)c2=O)CCCC4)c(OC)c1 (stereo not drawn) | 2 | 24 | -9 | -7 | 2.4% | 0.2 | -9 | -10 | -12
CCCCC(=O)N(CCOC)c1nnc(-c2ccc(OC)cc2)s1 | 4 | 3 | 4 | 2 | 5.6% | -0.4 | 1 | -10 | 3
CCOC(=O)c1cnc2ccc(C)cc2c1Nc1ccc(N(CC)CC)cc1 | 2 | / | -2 | 0 | 5.9% | 4.1 | -10 | 4 | -70*
CCCN1CCN(CCCNC(=O)Cn2nc(C)n3c(cc4c(OC)cccc43)c2=O)CC1 | 0 | / | -5 | 0 | 3.2% | 0.1 | 1 | 4 | -3
Cc1nnc(N(C)C(=O)c2cccnc2)s1 | 2 | 13 | 10 | 1 | 0.0% | -2.2 | 15 | 10 | 1
COCCn1cc(C(=O)NCc2cccs2)c2c3ccccc3n(C)c2c1=O | 1 | 4 | -2 | 1 | 0.4% | -0.1 | -3 | -5 | 7
CCOC(=O)CCP(=O)(O)C(C)(O)c1ccccc1 (stereo not drawn) | 0 | -13 | 0 | -1 | 0.5% | 0.4 | 2 | -15 | -1

Part of the list above, with values under each structure.
Every second line gives: D1 ag	D2 antagonist	D2 potentiator	D1 potentiator	RXFP1 agonist	D2 ag	TRHR PAM	D1 antagonist	RXFP1 antagonist
O=C1CC(N(CCc2ccccc2)C(=S)Nc2cc(Cl)ccc2Cl)C(=O)N1c1c(Cl)cccc1Cl (stereo not drawn)
  9	5	-8	2	-0.2%	1.3	-3	7	-12
COc1ccc(C2=NOC3(CC(=O)N(c4ccc(C)cc4)C3=O)C2)cc1 (stereo not drawn)
  1	2	10	9	-0.9%	1.4	3	28	21
Cc1cc(=O)oc2c1ccc1ccccc12
  2	-11	-9	-4	-1.8%	1.2	0	-7	1
CCN1C(c2ccc(F)cc2)=CS/C1=C(\C#N)c1nnc2n1-c1ccccc1SC2
  0	-20	0	-10	0.1%	-0.4	-4	-35*	14

More structures follow:
SMILES | D1 ag | D2 antagonist | D2 potentiator | D1 potentiator | RXFP1 agonist | D2 ag | TRHR PAM | D1 antagonist | RXFP1 antagonist
CC(=O)c1cc(NC(=O)c2ccccc2)c(=O)oc1/C=C/N(C)C | 30* | 14 | 8 | -5 | 9.3% | 4.1 | 32* | 1 | -2
Cc1cc(Cl)ccc1OCc1nc(-c2ccc(-n3cccc3)cc2)no1 | 0 | / | 17 | -2 | 4.6% | / | -3 | 5 | -1
O=C(CSC1=NS(=O)(=O)c2ccccc2N1)NCCc1ccccc1 | 1 | 11 | 1 | 6 | 0.9% | 28 | 5 | 2 | 2
C=CCOc1ccc(/C(O)=C2\C(=O)C(=O)N(CCOC)C2c2cccnc2)cc1 (stereo not drawn) | -2 | -28 | 0 | -6 | ? | -0.7 | -6 | -15 | 6
Cn1ccsc1=NC(=O)c1cc(S(=O)(=O)N2CCOCC2)ccc1F | 2 | -6 | 1 | 0 | 1.8% | 0.2 | 0 | -9 | -11
Cc1nnc(SCC(=O)N2CCc3ccccc3C2)n1-c1ccccc1 | 1 | 1 | 1 | 1 | -2.0% | -0.2 | 0 | -11 | 0
O=c1cc(NCc2ccccc2)nc2ccccn12 | 3 | 3 | 5 | -1 | 0.3% | -0.6 | -2 | -1 | -2
